Imprint erasure = genomic imprint erasure induction | actives 0.02% (n = 110,000) | Potency, µM (highest dose often 60.7 µM), without a hit: at the highest dose activity change, positive = activation, actives largely listed as activators | mouse ES Peg3-LacZ reporter, beta-gal luminescence, 40 h;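 further: 0% = negative control wells on the plate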
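Readout: BetaGlo luminescence (5 min, room temp) for LacZ from the normally silent maternal Peg3 allele in female Peg3LacZ-Neo ES cells. Cells 300/well, 40 h, 37C, 5% CO2. Data normalized per plate to negative controls.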
IkB sig inh = IkB pathway inhibition in ABC-DLBCL cells; Potency, µM (highest dose often 57.1 µM), for inactives: at the highest dose IkBa stabilization activation; ABC-DLBCL IkBa-CBG/CBR dual luciferase ratio, 4 h; response scale: scaled: untreated 0%, proteasome inhibitor 100%; actives 0.04% (n = 110,000); active means well fitted curve in the direction sought with a large enough effect in the signal ratio, not every such curve was filed as active; inconclusive means small, poorly fitted or top-dose-only effect, or a change in a side signal; the % refers to the signal ratio;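 further: the direction sought is a rising ratio; 0% = basal untreated cells and 100% = reference inhibitor full response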
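Luminescence ratio of IκBα-fused green versus native red beetle luciferase in OCI-Ly3 cells, 4 h post-doxycycline with compound; red signal alone, scaled from basal (0%) to zero light (-100%), flagged nonspecific or cytotoxic effects.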
p53ts 39C kill = cytotoxicity in p53ts cells at nonpermissive temperature; H1299-p53A138V viability at 39C, ATP luminescence, 24 h; Potency, µM (top dose mostly 46.1 µM), for inactives: top-dose activity change, negative = cell killing, most hits filed as cytotoxic; actives 1.5% (n = 130,000); further: nearly all actives have a fitted effect of over 55% in size
p53ts 32C tox = cytotoxicity in p53ts cells at permissive temperature | actives 0.93% (n = 130,000) | H1299-p53A138V at 32C, ATP luminescence viability, 24 h | Potency, µM (series often up to 46.1 µM), for inactives: at the top dose activity change, negative = cytotoxicity, usual class: cytotoxic | AID 924;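 further: 0% = DMSO and -100% = full killing by reference compound; nearly all actives have a fitted effect of over 55% in size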
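Cells: H1299 p53ts (A138V), 600/well, pre-incubated 16–30 h at 37C. Cpd up to 46 uM, 24 h, 32C. Readout: ATPlite luminescence, 20 min RT. Normalization: DMSO vs tamoxifen 100 uM. AC50 by Hill equation.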
The depositor's hits bear a star; ? = inconclusive; nt = not tested or not shown; [ ] = remark or other dose. Unless noted, the call rests on the fitted dose curve; in most records, active means well fitted curve in the direction sought with a large enough effect; inconclusive means small, poorly fitted or top-dose-only effect, or another doubt; inactive means no such curve, though single readings can be large; an effect the other way counts as inactive or inconclusive. Unless noted, on the % scale 0 is the no-effect control and ±100 the full control effect; potency means the concentration at half of the fitted maximal effect. Outcome played no part in choosing rows (roughly 1.7% active in at least one column).

SMILES | Imprint erasure | IkB sig inh | p53ts 39C kill | p53ts 32C tox
Cn1c(=O)n(C)c2cc(S(=O)(=O)N3CCOCC3)ccc21 | 12% | -0.7% | 0% | 13%
CCOC(=O)c1c(C)c2c(n1C)CCC/C2=N\O | -10% | -1.8% | 1% | -5%
CN(C)C(=O)c1ccc(-c2nc(N(C)C)c3ccccc3n2)cc1 | -25% | 0.8%[11.4 µM] | ? | -25%
c1ccc(Cn2c(Nn3cnnc3)nc3ccccc32)cc1 | 7% | 1.3% | 5% | 14%
N#CC(C(=O)OC1CCCCC1)c1nc2ccccc2nc1N1CCOCC1 (stereo not drawn) | -6% | 0.6% | 6% | -2%
C#CCOCCCC(=O)O | 15%[10.9 µM] | -0.5%[11.4 µM] | 4%[9.22 µM] | 0%[9.22 µM]
O=C1CC(c2ccccc2)Cc2[nH]c(=O)c(-c3nc(-c4ccc(F)cc4)cs3)cc21 (stereo not drawn) | -21%[10.9 µM] | ? | ? | 17%
CC1CC(C)CN(c2nc3c(c(=O)[nH]c(=O)n3C)n2CCCSc2nc3ccccc3s2)C1 (stereo not drawn) | 18% | 0.4% | 14% | -2%
N#Cc1nc(-c2ccc(F)cc2)oc1NCc1cccc2c1OCO2 | -14% | 6.2% | -4% | -9%
CCCCNS(=O)(=O)c1ccc(N2CCCCS2(=O)=O)cc1 | -13%[10.9 µM] | -1.0% | -25% | -6%
O=C(C1CCC(C(=O)N2CCCCC2)CC1)N1CCCCC1 (stereo not drawn) | 1% | -1.3% | 23% | -4%
O=C(Nc1ccccc1)c1cccc(N2CCCC2=O)c1 | 14% | ? | 12% | 8%
COc1cc(Nc2cc(C)nc3ncnn23)cc(OC)c1 | -11% | ? | 3% | 2%
CCc1nn(CC(=O)NCC(C)c2ccccc2)c(=O)c2cc3c(OC)cccc3n12 (stereo not drawn) | -16%[10.9 µM] | ? | 3% | 7%
CCc1ccccc1NC(=O)N1CCN(c2nnc(C)c3c(C)n(-c4ccccc4)nc23)CC1 | -5%[10.9 µM] | 0.5% | -20% | 4%
COc1cccc(OC)c1C(=O)N1CCOCC1 | -9% | 1.4% | 10% | 4%
COc1ccc2c(c1)c1c(c(=O)n(-c3ccccc3C)c(=O)n1CC(=O)Nc1c(C)cccc1C)n2C | 13%[10.9 µM] | ? | 11% | 5%
COc1ccc(N2CCN(c3ncnc4c3nnn4Cc3ccccc3Cl)CC2)cc1 | nt | nt | -14% | ?
COc1cc(-c2noc(CSc3nc(-c4ccccc4)cc(=O)[nH]3)n2)cc(OC)c1OC | 4%[10.9 µM] | ? | -4% | 8%
COc1cccc(-c2nnc(SCC(=O)N3CCOCC3)o2)c1 | -37%[inhibitor] | 5.6% | -10% | -19%
Cc1nn(-c2ccc(N3CCOCC3)nn2)c(C)c1CCC(=O)NCc1ccccc1F | -6%[10.9 µM] | 0.0% | -9% | -3%
CC(=O)N1CCc2cc(Br)cc(S(=O)(=O)CCC(=O)Nc3ccc(C)cc3Cl)c21 | -5%[10.9 µM] | ? | 26% | 6%
C=CCNC(=O)C1CC(=O)N(c2ccc(OCC(=O)NCc3ccccc3)cc2)C1 (stereo not drawn) | 2% | 1.8% | 12% | -8%
CCc1ccccc1N1C(=O)N(CC(=O)c2ccc(Cl)cc2)c2ccccc2S1(=O)=O | -15%[10.9 µM] | ? | -6% | 7%
O=C(CN(CC1CCCO1)C(=O)CCC(=O)Nc1ccccn1)NCc1ccccc1 (stereo not drawn) | nt | nt | 9% | -3%
CCc1ccc(-n2c(SCc3ccccc3Cl)nc3[nH]ncc3c2=O)cc1 | 24%[10.9 µM] | ? | ? | ?
COc1ccc(Cl)cc1N(C)C(=O)CCc1nc(-c2ccc(C)cc2)no1 | -16% | ? | -13% | 6%
CCSc1nnc(NC(=O)CSc2nnc(Cc3cccn3C)n2-c2ccc(F)cc2)s1 | -2% | 5.0% | -4% | 0%
N[C@@H](C(=O)O)c1ccc(C(=O)O)c(O)c1 | -1% | 0.1% | -4% | 1%
Cc1ccccc1Cn1c2ccccc2c2cnn(CC(=O)NCCc3ccc(Cl)cc3)c(=O)c21 | -12%[10.9 µM] | ? | -11% | 0%
CC(C)(C)c1ccc(-c2nnc3sc(-c4ccncc4)nn23)cc1 | 7% | 5.6% | 7% | 1%
O=C(Nc1ccccc1C(F)(F)F)c1cc(S(=O)(=O)N2CCOCC2)ccc1F | -11% | 1.1% | -6% | -11%
Cc1noc(C)c1S(=O)(=O)N1CCCC(C(=O)Nc2cccnc2)C1 (stereo not drawn) | 5% | -0.4% | 5% | 5%
CC(=O)N1CCc2cc(Br)cc(S(=O)(=O)NCCN3CCCCC3C)c21 (stereo not drawn) | -13% | 1.2% | -3% | -4%
COc1ccc(-c2noc(CN(C(=O)c3ccc(OC(C)=O)cc3)C(C)C)n2)cc1OC | -14% | -1.5% | 8% | 0%
Cc1cccc(NC(=O)C2CCN(S(=O)(=O)c3cccc4cccnc34)CC2)c1 | -12% | ? | 2% | 0%
CCOc1ccccc1NC(=O)Cn1c(=O)n(CCC(C)C)c(=O)c2cccnc21 | -9%[10.9 µM] | -1.6% | -2% | 2%
CCCCn1cc(S(=O)(=O)c2ccc(OC)cc2)c(=O)c2cc(CC)ccc21 | -12%[10.9 µM] | -2.3% | -13% | 14%
O=C(Cn1c(=O)sc2ccccc21)Nc1nc2c(s1)CCCC2 | -15% | 0.9% | -4% | -3%
CCOC(=O)c1cnc2cc(F)c(F)cc2c1Nc1ccccc1O | 16%[10.9 µM] | -0.8% | 9% | 2%
CCOC(=O)c1nc(Nc2ccc(C(=O)OCC(C)C)cc2)c2ccccc2n1 | -15%[10.9 µM] | 4.3% | -13% | -7%
C=CCN1C(=O)C(C)(C)N(C(C)=O)c2ccccc21 | 4% | 2.9% | 0% | 8%
Cc1nn(-c2cccc(C(=O)O)c2)c(C)c1Oc1ccccc1O | 3% | -0.2% | 0% | 5%
CCOc1ccc(NC(=O)NCCn2nnc3cc(S(=O)(=O)N(C)C)ccc32)cc1 | -5%[10.9 µM] | -0.5% | -7% | -10%
O=c1c(-c2cccs2)nc2cncnc2n1Cc1ccccc1 | 5% | -1.9%[11.4 µM] | -4% | -3%
Cc1c2cnn(-c3ccccc3)c(=O)c2c(C)n1CC(=O)NCCc1ccc(Cl)cc1 | -4%[10.9 µM] | ? | -9% | -3%
CC(C)OCCCNc1nc2c(c(=O)n(Cc3ccccc3F)c(=O)n2C)n1C | -15% | -1.8% | 10% | 8%
Cc1cc(C(=O)COC(=O)C2=COCCO2)c(C)n1-c1ccc2c(c1)OCO2 | -19% | ? | -13% | 0%
Cc1oc(-c2ccccc2F)nc1CS(=O)CC(=O)NCc1ccc2c(c1)OCO2 (stereo not drawn) | -9% | 4.3% | -19% | 0%
COc1ccc(NC(=O)c2ccco2)cc1NC(=O)c1c(OC)cccc1OC | -6%[10.9 µM] | ? | -12% | -21%
O=C1c2cccnc2C(=O)N1c1ccccc1-c1ccccc1 | -4% | -0.1% | 6% | -8%
CCN(CC)C(=O)c1sc2c(c1C)c(=O)n(-c1ccc(C)c(C)c1)c(=O)n2CC(=O)Nc1ccc(F)cc1 | -7%[10.9 µM] | -1.7% | -2% | 17%
COC(=O)c1cc(OC)c(OC)cc1NC(=O)CC1CCCCC1 | -15% | 0.4% | 10% | 13%
CCC(C)NC(=O)CCCN1C(=O)CCn2nc(-c3cccn3C)cc21 (stereo not drawn) | -10%[10.9 µM] | -0.4% | -10% | 2%
CCOc1ccccc1C1C(C#N)=C(N)Oc2cc(C)n(Cc3ccccn3)c(=O)c21 (stereo not drawn) | -6% | -0.9% | -1% | -2%
COC(=O)c1ccc(N2C(=O)CC(Sc3n[nH]c(C)n3)C2=O)cc1 (stereo not drawn) | -44%[inhibitor] | ? | 6% | -4%
Cc1ccc(-c2c(CN3CCN(c4cccc(C)c4)C(C)C3)csc2C)cc1 (stereo not drawn) | -12%[10.9 µM] | -0.6% | -15% | -7%
O=C(C[N+]12CN3CN(CN(C3)C1)C2)c1ccc(-c2ccccc2)cc1 | 19%[10.9 µM] | 2.9%[11.4 µM] | 7%[9.22 µM] | 12%[9.22 µM]
CCc1c(C)nc2ncnn2c1N1CCCC(C(=O)NCc2ccco2)C1 (stereo not drawn) | -3% | 0.9% | 3% | 3%
CC1=C(c2ccc(C)c(C)c2)S(=O)(=O)N=C1N1CCC(C(=O)NCCc2ccco2)CC1 | 11%[10.9 µM] | 0.0% | -3% | 34%[activator]

An excerpt from above in order of formula weight, highest first.
SMILES | Imprint erasure | IkB sig inh | p53ts 39C kill | p53ts 32C tox
Cc1c2cnn(-c3ccccc3)c(=O)c2c(C)n1CC(=O)NCCc1ccc(Cl)cc1 | -4%[10.9 µM] | ? | -9% | -3%
Cc1oc(-c2ccccc2F)nc1CS(=O)CC(=O)NCc1ccc2c(c1)OCO2 (stereo not drawn) | -9% | 4.3% | -19% | 0%
CCc1ccc(-n2c(SCc3ccccc3Cl)nc3[nH]ncc3c2=O)cc1 | 24%[10.9 µM] | ? | ? | ?
Cc1noc(C)c1S(=O)(=O)N1CCCC(C(=O)Nc2cccnc2)C1 (stereo not drawn) | 5% | -0.4% | 5% | 5%

The list goes on.
SMILES | Imprint erasure | IkB sig inh | p53ts 39C kill | p53ts 32C tox
O=C(Nc1ccccc1)c1cn(-c2ccccc2)nc1-c1ccccc1 | -3%[10.9 µM] | ? | 15% | 2%
Nc1ccccc1NC1=CC(=O)CC(c2ccco2)C1 (stereo not drawn) | -8% | ? | 2% | -6%
CC(C)COP(=O)(c1ccc(N(C)C)cc1)C(Nc1ccccc1)c1cccnc1 (stereo not drawn) | nt | nt | -12% | 1%
O=c1[nH]c(=S)c2[nH]c(=O)n(-c3ccccc3)c2[nH]1 | -8%[10.9 µM] | 0.8%[11.4 µM] | 2%[9.22 µM] | 2%[9.22 µM]
CCCCCn1c(=O)[nH]c2cc(C(=O)O)ccc2c1=O | -5% | -1.3% | -2% | 2%
Cc1ccc(C)c(N2CCN(CCCNC(=O)c3ccc4nc(N5CCC(C)CC5)sc4c3)CC2)c1 | -19%[10.9 µM] | ? | 13µM* | -6%
O=c1[nH]c2cc(Cl)cc(Cl)c2[nH]c1=O | -6% | -2.2% | 1% | 3%
O=C(O)CCn1c(SCc2ccccc2)nc2ccccc21 | -69%[inhibitor] | -0.9% | -21% | -25%
COc1ccc(N2CC(C(=O)Nc3ccccc3-c3nc(-c4ccc(C)cc4)no3)CC2=O)cc1 (stereo not drawn) | -8%[10.9 µM] | ? | 2% | 2%
c1ccsc1 | -3% | 1.1% | 5% | 2%[1.84 µM]
CCNc1nc(NCC)n2c(SCC(=O)O)nnc2n1 | -3% | -0.5% | -2% | -4%
CCCOc1ccccc1Cn1c(=O)oc2ccc(C)cc21 | -21% | 5.4% | -12% | 9%
CC(C)CCNC(=O)CN(CC1CCCO1)C(=O)CCC(=O)Nc1nccs1 (stereo not drawn) | 2% | 0.0% | 7% | -2%
Cc1cccc(NC(=O)Cn2nc3c4ccccc4n(Cc4ccccc4)cc-3c2=O)c1 | -8%[10.9 µM] | -0.4% | -27% | 8%
COC(=O)c1ccc(NC(=O)Cn2nc(C(=O)Nc3ccc(C)cc3)ccc2=O)cc1 | 8%[10.9 µM] | 2.9% | -11% | 14%

Complete entries, looked up by structure. Screens in order: Imprint erasure	IkB sig inh	p53ts 39C kill	p53ts 32C tox
Cc1ccc(C)c(N2CCN(CCCNC(=O)c3ccc4nc(N5CCC(C)CC5)sc4c3)CC2)c1 is entered as -19%[10.9 µM]	?	13µM*	-6%
O=c1[nH]c2cc(Cl)cc(Cl)c2[nH]c1=O is entered as -6%	-2.2%	1%	3%

(list continues)
SMILES | Imprint erasure | IkB sig inh | p53ts 39C kill | p53ts 32C tox
O=C(NCCc1ccccc1)c1ccc(CS(=O)(=O)c2ccc(Cl)cc2)o1 | -9%[10.9 µM] | ? | -2% | -3%
Cn1c(NC(=O)c2cc(-c3ccc4c(c3)OCO4)nc3ccccc23)cc(=O)n(C)c1=O | -10% | 0.5% | 13µM* | 16µM*
CCc1ccc(CNC(=O)CN2C(=O)CSc3c2c(C)nn3-c2ccccc2)cc1 | -7%[10.9 µM] | -1.5% | ? | -2%
O=C(CSc1nc(O)c(C2CCCCC2)c(=O)[nH]1)Nc1ccc(Cl)cc1 | -11% | 1.8% | -6% | 4%
O=C(Nc1ccc2c(c1)OCCO2)C1CCCN(S(=O)(=O)c2cccnc2)C1 (stereo not drawn) | -16% | -1.4% | -5% | -4%

Source: PubChem BioAssay (National Center for Advancing Translational Sciences (NCATS))
